DENV2 CPE – inhibitors of DENV2 cytopathic effect, primary screen, cell-based, plate reader, single concentration. AID 651640, 2012. 350,000 tested, 1.7% active. DENV2-infected cells, cytopathic effect rescue. CPE inhibition, % at 9.99 µM; in the data active = CPE inhibition above about 20%, passing the limit was not always enough; inconclusive = no clear call, values can overlap the other calls; tested in BHK-21 cells;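 also: 0% = median of neutral control wells and 100% = median of positive control wells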
GSIS activator – GLuc luminescence reporter in INS-1E cells, primary screen for activators of glucose-dependent secretion of insulin; INS-1E GLuc reporter insulin secretion, 2-3 h; activation, % at 16.6 µM; 370,000 tested, 0.61% active;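 active = lowest replicate activation of at least 40%, so every replicate reaches that level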;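 also: 0% = median of neutral control wells and 100% = median of IBMX positive control wells; some compounds called inactive have numbers as strong as hits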
CFTR F508del cor – F508del CFTR correction, initial screen, CFBE line, single point; CFBE cells, YFP halide quenching; stimulated with forskolin plus potentiator P3; % fluorescence drop versus neutral controls; activity (quench increase), % at 7.58 µM; 350,000 tested, 0.36% active;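 active = mean added fluorescence quench of at least 8% versus neutral control, with both replicates also reaching 8%; inconclusive = only one of the mean or replicate conditions met; inactive = mean below 8% and not both replicates reaching 8%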;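 also: cells transiently co-express mutant CFTR-F508del with the halide-sensitive YFP; corrector assay measuring rescue of mutant channel to the surface after 24 h compound exposure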
Casp6 inh – human caspase-6 inhibitors, primary screen, biochemical, VEID-R110 fluorescence, single point, set 2. inhibition, % at 12.5 µM. 350,000 tested, 0.53% active. purified caspase-6, Z-VEID-R110 cleavage fluorescence;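 active = mean inhibition across replicates at least about 35%, with every replicate also reaching that limit, limit read from the data; inconclusive = only one of the two criteria met; inactive = neither criterion met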;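 also: 0% = median of neutral control wells and 100% = no fluorescence left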
Target sequence (P55212 24-179 limits assumed): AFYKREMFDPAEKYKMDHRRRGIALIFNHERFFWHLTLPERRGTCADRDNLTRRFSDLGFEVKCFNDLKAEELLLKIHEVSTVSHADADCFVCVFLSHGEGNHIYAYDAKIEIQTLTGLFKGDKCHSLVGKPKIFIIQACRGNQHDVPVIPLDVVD
Target sequence (P55212 194-293 limits assumed): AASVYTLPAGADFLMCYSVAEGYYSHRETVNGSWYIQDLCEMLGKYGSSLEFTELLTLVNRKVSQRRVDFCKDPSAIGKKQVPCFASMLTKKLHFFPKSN
XiGFP reactiv – activators of inactive X chromosome reactivation, primary screen, imaging, XiGFP fibroblasts, GFP high-content imaging, set 2; XiGFP mouse fibroblasts, % GFP-positive cells imaging, 3 d; cells co-treated with 5-aza-dC sensitizer; scaled so ellipticine positive control = 100%; activation, % at 7.58 µM; 360,000 tested, 0.055% active;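 active = mean normalized replicate activation at least 10% and every replicate at or above 10%; inconclusive = only one of the two criteria met; inactive = mean below 10% and not all replicates reach 10%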;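 also: 0% = median of on-plate neutral control wells and 100% = ellipticine 6 µM median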
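Assay system – SV40-immortalized XiGFP fibroblast cells, line 68-5-11 · Buffer or medium – DMEM supplemented with 5-aza-dC as sensitizing agent · Dosing – one concentration, pinned · Benchmarks – positive control ellipticine, 6 µM final · Times – 3 days compound exposure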
RAD54 inh – inhibitors of human RAD54 branch migration, primary screen, biochemical, fluorescence, single point. DNA repair and recombination protein RAD54-like (Homo sapiens), Q92698. RAD54 Holliday junction branch migration, FAM/BHQ fluorescence. inhibition, % at 10.4 µM. 360,000 tested, 0.14% active. AID 602329, 2012;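 active = mean normalized replicate activity at least 40 and at least half of replicates scoring 40 or more; inconclusive = only one of the two criteria met; inactive = mean below 40 and under half of replicates reaching 40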;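 also: 0% = median of neutral control wells and 100% = median of positive control wells; inhibitors cause a drop in the FAM fluorescence signal; in these data hits start at about 50%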
E-sel inducer – E-selectin induction in HUVECs, primary screen, imaging, HUVEC, immunofluorescence imaging, single point. activation, % at 7.58 µM. AID 686992, 2013. 260,000 tested, 0.37% active. normalized: neutral wells 0, TNF-alpha wells 100;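 active = mean E-selectin-positive cell signal at least 10% of the positive control, reached in at least 60% of replicates, without over 20% cell loss; inconclusive = no rule given, readout overlaps actives, possibly toxicity-flagged; inactive = the rest, including those meeting only one limit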;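 also: in these data hits start at about 27%; measured in HUVEC primary endothelial cells; signal is the percent of cells scored E-selectin positive by PE staining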
Target sequence (P16581 whole entry, looked up): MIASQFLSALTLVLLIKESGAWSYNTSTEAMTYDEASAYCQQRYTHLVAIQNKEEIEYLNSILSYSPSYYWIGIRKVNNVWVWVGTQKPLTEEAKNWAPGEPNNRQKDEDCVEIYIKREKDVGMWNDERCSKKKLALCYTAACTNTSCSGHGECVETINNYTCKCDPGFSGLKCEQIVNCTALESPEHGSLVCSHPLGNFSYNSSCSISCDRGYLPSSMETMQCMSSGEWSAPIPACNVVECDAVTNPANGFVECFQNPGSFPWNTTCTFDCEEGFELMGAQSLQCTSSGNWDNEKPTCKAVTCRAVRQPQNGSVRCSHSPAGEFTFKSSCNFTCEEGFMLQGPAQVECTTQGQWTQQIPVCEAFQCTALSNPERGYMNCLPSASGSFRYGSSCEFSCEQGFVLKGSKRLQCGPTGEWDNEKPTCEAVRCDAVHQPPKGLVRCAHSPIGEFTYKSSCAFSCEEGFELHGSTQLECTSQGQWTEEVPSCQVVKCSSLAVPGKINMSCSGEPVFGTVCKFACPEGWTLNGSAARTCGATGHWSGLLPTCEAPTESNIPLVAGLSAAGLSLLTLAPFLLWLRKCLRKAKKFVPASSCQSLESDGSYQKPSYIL
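Read-out: % PE-positive cells | Test system: HUVEC | Doses: One compound dose added by pin transfer | Buffer or medium: EGM-2 over gelatin coat | Signal: Immunofluorescence imaging | Benchmarks: TNF-alpha, DMSO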
RAD52 inh – RAD52 DNA annealing inhibitors, primary screen, biochemical, FRET, single point, set 2; DNA repair protein RAD52 homolog (Homo sapiens), P43351; recombinant RAD52 DNA annealing, FRET fluorescence; inhibition, % at 18.7 µM; 360,000 tested, 0.46% active; AID 651710, 2012;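 active = every replicate showing at least 50% inhibition; inconclusive = mean inhibition at least 50% but not in every replicate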
Starred values were filed as active, the others as inactive; & = joins results of further samples.

Results for C[C@H]1CCCCO[C@@H](CN(C)C(=O)Nc2ccc3c(c2)OCO3)[C@@H](C)CN([C@@H](C)CO)C(=O)c2cc(NC(=O)C3CCCCC3)ccc2O1 ?
DENV2 CPE: -3; GSIS activator: 2; CFTR F508del cor: 1.5; Casp6 inh: 2; XiGFP reactiv: 0.0; RAD54 inh: 8; E-sel inducer: 0.1; RAD52 inh: -41

What do the screens show for `O=C(Nc1ccc2c(c1)[C@H]1C[C@@H](CC(=O)N3CCc4ccccc4C3)O[C@H](CO)[C@H]1O2)C1CCC1`?
DENV2 CPE: -3; GSIS activator: -16; CFTR F508del cor: -1.9; Casp6 inh: 2; XiGFP reactiv: 0.2; RAD54 inh: 4; E-sel inducer: -0.3; RAD52 inh: 1

Results for Cc1ccc(NC(=O)NCc2ccc3c(c2)OCO3)c(C)c1 ?
GSIS activator: -3; CFTR F508del cor: -0.1; Casp6 inh: 3; XiGFP reactiv: 0.0; RAD54 inh: -5; RAD52 inh: -5

How did CN1C(=O)c2cc(NC(=O)NC3CCCC3)ccc2OC[C@@H]2O[C@H](CC(=O)NC3CCC3)CC[C@@H]21 do in these assays?
GSIS activator: 5; CFTR F508del cor: 1.9; XiGFP reactiv: 0.0; E-sel inducer: 0.7

What do the screens show for `CC1=C(C(=O)N2CCOCC2)CC(CC(=O)NCc2cccs2)C(=O)N1CCC1=CCCCC1` (stereo not drawn)?
DENV2 CPE: -4; GSIS activator: -5; CFTR F508del cor: -0.9; Casp6 inh: 2; XiGFP reactiv: 0.0; RAD54 inh: -16; E-sel inducer: -0.1; RAD52 inh: -5

How did OC[C@H]1[C@@H](c2ccc(-c3ccccc3)cc2)[C@@H]2CN(Cc3cncnc3)CCCCN12 do in these assays?
DENV2 CPE: -5; GSIS activator: 3; CFTR F508del cor: 0.5; Casp6 inh: -4; XiGFP reactiv: 0.1; RAD54 inh: 6; E-sel inducer: -0.1; RAD52 inh: -3

How did C[C@H]1CN([C@@H](C)CO)C(=O)c2cc(NC(=O)Cn3cnnn3)ccc2O[C@@H]1CN(C)S(C)(=O)=O do in these assays?
DENV2 CPE: inconclusive; GSIS activator: 27; CFTR F508del cor: -0.6; Casp6 inh: 0; XiGFP reactiv: 0.0; RAD54 inh: -8; E-sel inducer: -11; RAD52 inh: -6

How did CC1Cc2ccccc2N1C(=O)COc1ccc2c(c1)OCO2 (stereo not drawn) do in these assays?
DENV2 CPE: -8; GSIS activator: -10; CFTR F508del cor: -4.1; Casp6 inh: -22; XiGFP reactiv: 0.1; RAD54 inh: 1; E-sel inducer: -0.3; RAD52 inh: -6

Results for O=C1CN(Cc2ccc(F)cc2)C[C@H]2[C@@H](c3ccc(Br)cc3)[C@H](CO)N12 ?
DENV2 CPE: 1; GSIS activator: 3; CFTR F508del cor: 4.4; Casp6 inh: 1; XiGFP reactiv: 0.0; E-sel inducer: 0.3; RAD52 inh: 20

Results for C[C@H](CO)N1C[C@H](C)[C@@H](CN(C)Cc2ccncc2)Oc2c(NS(=O)(=O)c3cn(C)cn3)cccc2C1=O ?
DENV2 CPE: 0&-13; GSIS activator: 4&-6; CFTR F508del cor: 2.4&1.4; Casp6 inh: -2&3; XiGFP reactiv: -1.4&-0.3; RAD54 inh: -17&-10; E-sel inducer: -4.9&1.7; RAD52 inh: -1&-28

Results for CCCCCCCCN1[C@@H](CC(=O)O)c2ccc(C(F)(F)F)cc2S1(=O)=O ?
DENV2 CPE: inconclusive; GSIS activator: -6; CFTR F508del cor: 0.4; Casp6 inh: 2; XiGFP reactiv: 0.2; RAD54 inh: -5; E-sel inducer: -0.1; RAD52 inh: -6

Results for O=C(NCc1ccccc1)C1=C[C@H](c2ccc(Br)cc2)C[C@H](OCc2ccc(CO)cc2)O1 ?
DENV2 CPE: -16; GSIS activator: 17; CFTR F508del cor: 0.7; Casp6 inh: 0; XiGFP reactiv: 0.0; RAD54 inh: -2; E-sel inducer: -0.2; RAD52 inh: -64

Results for Cc1cc(N(C)C)nc(Nc2ccccc2)n1 ?
DENV2 CPE: 10; GSIS activator: 29; CFTR F508del cor: -3.2; Casp6 inh: -1; XiGFP reactiv: 0.3; RAD54 inh: -2; RAD52 inh: -17

How did C[C@@H]1CCCCO[C@@H](CN(C)C(=O)Nc2ccc(C(F)(F)F)cc2)[C@@H](C)CN([C@@H](C)CO)C(=O)c2cc(NC(=O)C3CCCCC3)ccc2O1 do in these assays?
DENV2 CPE: -8; GSIS activator: 3; CFTR F508del cor: 3.3; Casp6 inh: 1; XiGFP reactiv: -0.9; E-sel inducer: -0.1; RAD52 inh: -28

How did CCCNC(=O)c1cc2c(c(-c3cccc(-c4ccc(F)cc4)c3)n1)[C@@H](CCO)N(S(=O)C(C)(C)C)C2 (stereo partly drawn) do in these assays?
DENV2 CPE: 3; GSIS activator: 2; CFTR F508del cor: 1.7; Casp6 inh: 4; XiGFP reactiv: 0.0; RAD54 inh: -6; E-sel inducer: 0.1; RAD52 inh: 1

What do the screens show for `COc1ccccc1/C=N/NC(=O)c1sc(C)nc1C`?
DENV2 CPE: 0; GSIS activator: 0; CFTR F508del cor: -1.5; Casp6 inh: -2; XiGFP reactiv: 0.0; RAD54 inh: 9; RAD52 inh: -8

Results for O=C1CSC(c2ccc(Cl)cc2)N1c1cccnc1 (stereo not drawn) ?
DENV2 CPE: -1; GSIS activator: 13; CFTR F508del cor: 2.1; Casp6 inh: 2; XiGFP reactiv: 0.3; RAD54 inh: -3; RAD52 inh: -19

What do the screens show for `CCOC(=O)[C@]12CCC=C1N(Cc1cccc3ccccc13)C(=O)[C@H](CC(=O)NCc1ccc(C)o1)C2`?
DENV2 CPE: 11; GSIS activator: -11; CFTR F508del cor: 0.1; Casp6 inh: -2; XiGFP reactiv: 0.7; E-sel inducer: -0.3; RAD52 inh: -40

What do the screens show for `Cc1ccc(S(=O)(=O)N2CCC(C(=O)Nc3ccc(S(=O)(=O)N4CCOCC4)cc3)CC2)cc1`?
DENV2 CPE: -8; GSIS activator: -13; CFTR F508del cor: -4.6; Casp6 inh: 3; XiGFP reactiv: 0.1; RAD54 inh: 4; E-sel inducer: -0.1; RAD52 inh: 0

How did COc1ccc(CNC(=O)C(C)N2C(=O)NC3(CCCCCCC3)C2=O)cc1 (stereo not drawn) do in these assays?
DENV2 CPE: 87*; GSIS activator: 19; CFTR F508del cor: 4.8; Casp6 inh: 3; XiGFP reactiv: 0.0; E-sel inducer: 0.0; RAD52 inh: -5

A section from further up:
Results for C[C@H]1CCCCO[C@@H](CN(C)C(=O)Nc2ccc3c(c2)OCO3)[C@@H](C)CN([C@@H](C)CO)C(=O)c2cc(NC(=O)C3CCCCC3)ccc2O1 ?
DENV2 CPE: -3; GSIS activator: 2; CFTR F508del cor: 1.5; Casp6 inh: 2; XiGFP reactiv: 0.0; RAD54 inh: 8; E-sel inducer: 0.1; RAD52 inh: -41

What do the screens show for `O=C(Nc1ccc2c(c1)[C@H]1C[C@@H](CC(=O)N3CCc4ccccc4C3)O[C@H](CO)[C@H]1O2)C1CCC1`?
DENV2 CPE: -3; GSIS activator: -16; CFTR F508del cor: -1.9; Casp6 inh: 2; XiGFP reactiv: 0.2; RAD54 inh: 4; E-sel inducer: -0.3; RAD52 inh: 1

The list continues.
How did COc1ccc(C(O)c2ncc(-c3ccccc3Cl)[nH]2)cc1 (stereo not drawn) do in these assays?
DENV2 CPE: 1; GSIS activator: -16; CFTR F508del cor: -3.0; Casp6 inh: 2; XiGFP reactiv: -0.1; RAD54 inh: -13; E-sel inducer: -0.1; RAD52 inh: 4

How did COc1ccc(OC)c(S(=O)(=O)N2CCC(C(=O)NCc3ccc4c(c3)OCO4)CC2)c1 do in these assays?
DENV2 CPE: 14; GSIS activator: -1; CFTR F508del cor: 0.5; Casp6 inh: 1; XiGFP reactiv: -0.1; RAD54 inh: 11; E-sel inducer: -0.3; RAD52 inh: -7

Results for CSc1ncccc1C(=O)OCC(=O)c1[nH]c(C)c(C(C)=O)c1C ?
DENV2 CPE: 3; GSIS activator: 2; CFTR F508del cor: 0.5; Casp6 inh: 18; XiGFP reactiv: 0.0; RAD54 inh: 2; E-sel inducer: 1.6; RAD52 inh: -7

How did O=C(COC(=O)c1ccc(F)c(S(=O)(=O)N2CCOCC2)c1)c1ccccc1 do in these assays?
DENV2 CPE: -6; GSIS activator: -1; CFTR F508del cor: -2.2; Casp6 inh: 2; XiGFP reactiv: 1.3; RAD54 inh: 12; RAD52 inh: -11

What do the screens show for `COc1ccccc1Nc1nnc(SCC(=O)N2CCCC2=O)s1`?
DENV2 CPE: 12; GSIS activator: 5; CFTR F508del cor: -0.4; Casp6 inh: 2; RAD54 inh: -10; RAD52 inh: -10

Results for CC(C)=CCN1CCN(Cc2cccc3nonc23)CC1CCO (stereo not drawn) ?
DENV2 CPE: -2; GSIS activator: -6; CFTR F508del cor: 0.3; Casp6 inh: -1; XiGFP reactiv: 0.0; RAD52 inh: 3

How did CC(C)NC(=O)N(C)C[C@@H]1Oc2ccc(NC(=O)Nc3cccc4ccccc34)cc2C(=O)N([C@@H](C)CO)C[C@H]1C do in these assays?
DENV2 CPE: 3; GSIS activator: 5; CFTR F508del cor: -1.6; Casp6 inh: 6; XiGFP reactiv: -0.3; RAD54 inh: 0; E-sel inducer: 1.0; RAD52 inh: -7

How did CC(C)(C)c1ccc(OCCC(=O)NCCc2ccc(S(N)(=O)=O)cc2)cc1 do in these assays?
DENV2 CPE: -7; CFTR F508del cor: 1.1; Casp6 inh: -3; XiGFP reactiv: -0.1; RAD54 inh: 4; E-sel inducer: 0.0; RAD52 inh: -18

Results for CC(C)c1ccc(S(=O)(=O)c2ccc(NN)cc2)cc1 ?
GSIS activator: 7; CFTR F508del cor: -12; Casp6 inh: -1; XiGFP reactiv: 0.1; RAD52 inh: -16

What do the screens show for `O=C(COC(=O)/C=C/c1ccc(Cl)cc1)NCCN1C(=O)CSC1=O`?
GSIS activator: 10; CFTR F508del cor: 2.1; Casp6 inh: 1; XiGFP reactiv: 0.2; RAD54 inh: -4; E-sel inducer: 2.4; RAD52 inh: -7

Results for Cc1ccn2c(=O)c(C(=O)NCCC3=CCCCC3)c(O)nc2c1 ?
DENV2 CPE: -3; GSIS activator: 11; CFTR F508del cor: -2.8; Casp6 inh: 0; XiGFP reactiv: 0.3; RAD54 inh: 2; E-sel inducer: 1.1; RAD52 inh: -27

What do the screens show for `O=C(NCC(c1ccc(F)cc1)N1CCOCC1)c1cccnc1Sc1ccc(Cl)cc1` (stereo not drawn)?
DENV2 CPE: -9; GSIS activator: -69; CFTR F508del cor: 2.7; Casp6 inh: 0; XiGFP reactiv: -0.1; E-sel inducer: 0.4; RAD52 inh: -3

Results for O=[N+]([O-])c1ccc(Cl)c(-c2ccc(/C=N/n3cnnc3)o2)c1 ?
DENV2 CPE: 5; GSIS activator: 14; CFTR F508del cor: 0.1; Casp6 inh: 10; XiGFP reactiv: 0.0; RAD54 inh: 6; RAD52 inh: -30

From PubChem BioAssay
